# LGR2 antag: blocks bursicon-induced cAMP signaling via Drosophila LGR2. HEK293 LGR2, CRE-luciferase, bursicon-stimulated, 4 h. actives 0.35% (n = 380,000). AID 720647. inhibition, % at 9.99 µM;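 active = drop in luminescence signal, shown as inhibition above about 50% in the replicate tests, limit read from the data, passing the limit was not always enough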;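 also: agonist challenge used bursicon conditioned medium at about half maximal strength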
# ARNT-TACC3 inh: ARNT/TACC3 interaction disruption; Q9Y6A5; AlphaScreen His-ARNT PAS-B/GST-TACC3 binding, luminescence; TACC3 fragment carries E629A point mutation; inhibition, % at 9.99 µM; actives 0.66% (n = 390,000); AID 623870;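 active = mean inhibition of replicates at least 50% and at least half of replicates each reaching 50%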;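 also: 0% = complete ARNT plus TACC3 wells and 100% = ARNT alone without TACC3; many hits fall short of the cut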
# PglD DTNB: inhibitors of Campylobacter jejuni PglD acetyltransferase. inhibition, % at 12.5 µM. purified PglD enzyme, DTNB colorimetric CoA detection. actives 0.098% (n = 360,000). AID 602405; in the data active = inhibition above about 16%, passing the limit was not always enough; also: strong numbers were not always called active
# GSIS activator: primary screen for activators of insulin secretion dependent on glucose, INS-1E cells, GLuc reporter luminescence | INS-1E GLuc reporter insulin secretion, 2-3 h | activation, % at 16.6 µM | actives 0.61% (n = 370,000) | AID 743287;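 active = lowest replicate activation of at least 40%, so every replicate reaches that level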;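 also: 0% = median of neutral control wells and 100% = median of IBMX positive control wells; some compounds called inactive have numbers as strong as hits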
# PGC1a acetyl inh: PGC1a acetylation modulation, inhibitor mode | inhibition, % at 15.6 µM | U2OS PGC1a acetylation, AlphaScreen anti-acetyl-lysine; with virally co-expressed GCN5 acetyltransferase | AID 651687 | actives 0.17% (n = 350,000);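 active = every replicate shows inhibition of at least 40%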;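 also: 0% = neutral control wells and 100% = positive control wells; some results beyond the cut were filed as inactive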
# Statin myotox sup: suppression of simvastatin myotoxicity | AID 602340 | actives 0.78% (n = 330,000) | rescue of ATP level, % at 7.49 µM | C2C12 myotubes + simvastatin, ATP luminescence, 48 h; scaled: DMSO 0, geranylgeraniol control 100;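 active = mean ATP rescue above about 67%, or every replicate alone reaching that limit, limit read from the data, passing the limit was not always enough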;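 also: myotubes were challenged with 10 µM simvastatin during compound exposure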
# Cneo AK release: Cryptococcus neoformans lysis via adenylate kinase release | C. neoformans lysis, adenylate kinase release luminescence, 4 h; normalised: neutral wells 0, clomiphene wells 100 | lysis activity, % at 15 µM | actives 0.2% (n = 360,000);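 active = mean lysis activity across replicates of at least 80%, whatever share of replicates individually reach that level; inactive = mean lysis activity below 80%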
#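 Test system: log-phase Cryptococcus neoformans yeast cells. Input: 5 × 10^6 yeast cells/mL. Medium: fresh YPD growth medium. Doses: single dose. Incubation: static 4 h at 37 °C with compound, 1 h detection. Measured by: luminescent adenylate kinase detection reagent. Read-out: signal increase indicating cell lysis. Benchmarks: Clomiphene.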
# PAX8 reporter: PAX8 transcriptional activity inhibition | RMG-I TPO-luciferase reporter, SteadyGlo, 24 h | inhibition, % at 12.6 µM | actives 1.2% (n = 360,000) | AID 652154;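 active = mean replicate inhibition at least 60% with every replicate also reaching 60%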;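 also: luciferase light reporting Pax8 driven TPO promoter activity; plate controls were median of neutral control wells for no effect and mitoxantrone controls for full effect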
# An asterisk follows results filed as active; nt = no result given; & = joins results of further samples.
SMILES,LGR2 antag,ARNT-TACC3 inh,PglD DTNB,GSIS activator,PGC1a acetyl inh,Statin myotox sup,Cneo AK release,PAX8 reporter
COCCn1c(/C=C/c2ccccc2)nc2ccccc21,-49,3,-9,-4,-3,nt,-13,-137
O=C(CSc1nc2c(c(=O)n1-c1ccc(Cl)cc1)SCC2)Nc1nccs1,nt,-2,-1,nt,10,23,2,13
COc1ccc(NC(=O)COc2ccccc2Cc2ccccc2)cc1S(=O)(=O)N1CCOCC1,1,-5,nt,-6,nt,nt,nt,34
CCC(Oc1ccccc1)C(=O)Nc1ccccc1OC (stereo unspecified),13,5,1,20,-2,2,0,nt
Nc1c(N(Cc2ccco2)C(=O)c2ccc(Cl)cc2)c(=O)[nH]c(=O)n1Cc1ccccc1,-10,-1,10,-32,-6,7,3,3
COc1ccc(S(=O)(=O)N[C@@H]2CC[C@H](CCn3cc(-c4cccc(F)c4)nn3)O[C@H]2CO)cc1,-13,nt,1,-14,-5,3,-3,13
Cc1ccc(/C=N/NC(=S)NCCc2ccccc2)s1,-33,-9,nt,-11,-1,nt,nt,-19
CN1CCN(c2ccccc2NC(=O)c2cc(Br)ccc2Cl)CC1,nt,7,nt,nt,-5,-2,0,nt
C=CCOc1ccccc1/C=N/NC(=O)Cc1ccccc1,10,-2,-4,-2,9,20,1,12
CN(C)c1ccc(CN(C(=O)c2cccs2)C2CCS(=O)(=O)C2)cc1 (stereo unspecified),-7,-1,3,-1,11,nt,0,7
COc1ccc(S(=O)(=O)N(C)C[C@@H]2Oc3cc(C#CC4CC4)ccc3S(=O)(=O)N([C@@H](C)CO)C[C@H]2C)cc1,11,2,0,-8,-46,-41,-1,nt
C[C@@H]1CN([C@H](C)CO)C(=O)c2cccc(NC(=O)Nc3ccc(C(F)(F)F)cc3)c2O[C@@H]1CN(C)C(=O)NC1CCCCC1,nt,5,-1,nt,7,-66,67,10
COc1ccc(CN(C)CC(=O)Nc2cc3oc4ccccc4c3cc2OC)c(OC)c1,4,nt,-2,-37,-6,-15,6,20
CN(C)c1ccc(C2N(c3ccc(F)cc3)C(=O)C3CCCN32)cc1 (stereo unspecified),11,2,-1,4,8,0,-1,-18
CC1(C)Cc2c(c(=S)nc(-c3ccccc3)n2CCOCCO)CO1,nt,nt,-10,nt,-3,2,18,nt
CCCc1nc(Cl)c(C#N)c2c1CCCC2,-5,-14,nt,5,nt,nt,nt,4
O=C(Nc1cccc(/C=C/c2ccccn2)c1)c1ccc(-n2cncn2)cc1,nt,4,5,nt,-25,-133,-2,nt
COCCNC(=O)CCc1nc2cccnc2n1Cc1ccc(OC)cc1,-18,-6,1,nt,nt,-1,1,-8
FC(F)(F)c1cc(Nc2ccccc2)nc(-c2ccccn2)n1,-6,-3,3,32,-4,-2,7,-22
CCOc1cc(/C=C/c2cc(C(=O)O)c3ccccc3n2)ccc1OC,-24,12,nt,2,nt,nt,nt,-2
COc1cccc2cc(C(=O)Nc3cccnc3N3CCOCC3)c(=O)oc12,nt,15,-3,nt,5,-2,3,nt
CCOc1ccc(C(=O)Nc2nc(C)c(C(=O)OC)s2)cc1,-55,nt,5,1,-4,nt,-1,-62
CN(C)C(=O)C[C@H]1CC[C@@H]2[C@@H](COc3ccc(NC(=O)C4CC4)cc3C(=O)N2C)O1,-32,26,4,8,3,-9,1,-5
C[C@H](CO)N1C[C@H](C)[C@@H](CN(C)C(=O)Nc2ccc(C(F)(F)F)cc2)Oc2ccc(NC(=O)CCN3CCOCC3)cc2CC1=O,13,-7,-1,-4,20,-2,0,nt
Cn1c(=O)c2cc(NC(=S)NC3CC3)ccc2n1Cc1cccc(C(F)(F)F)c1,6,nt,-17,1,-2,-3,1,2
COC(=O)C(C)(C)NC(=O)c1cccs1,-21,1,-2,11,nt,1,-1,nt
Cc1ccc(OCC(=O)Nc2ccc([N+](=O)[O-])cc2)cc1,-4,-1,nt,7,nt,nt,nt,-7
O=[N+]([O-])c1nccn1CCCCCCN1CCOCC1,10,nt,-5,-3,-5,11,0,7
Cn1cccc1/C=N/NC(=O)CSc1nc2ccccc2n1C,nt,1,nt,-5,10,nt,nt,3
CC(C)CC(=O)N1CCN(Cc2ccc3ccccc3c2)CC1,-3,-8,11,-3,11,-5,-3,-2

# Ordered by the number under GSIS activator (highest first): 4 from the list above.
Compound,GSIS activator
CN(C)C(=O)C[C@H]1CC[C@@H]2[C@@H](COc3ccc(NC(=O)C4CC4)cc3C(=O)N2C)O1,8
CN(C)c1ccc(C2N(c3ccc(F)cc3)C(=O)C3CCCN32)cc1 (stereo unspecified),4
CC(C)CC(=O)N1CCN(Cc2ccc3ccccc3c2)CC1,-3
COc1ccc(NC(=O)COc2ccccc2Cc2ccccc2)cc1S(=O)(=O)N1CCOCC1,-6

# Complete entries from above. Order of screens: LGR2 antag, ARNT-TACC3 inh, PglD DTNB, GSIS activator, PGC1a acetyl inh, Statin myotox sup, Cneo AK release, PAX8 reporter
# Record of `COc1cccc2cc(C(=O)Nc3cccnc3N3CCOCC3)c(=O)oc12` → nt, 15, -3, nt, 5, -2, 3, nt
# Record of `O=[N+]([O-])c1nccn1CCCCCCN1CCOCC1` → 10, nt, -5, -3, -5, 11, 0, 7

# Continuation.
SMILES,LGR2 antag,ARNT-TACC3 inh,PglD DTNB,GSIS activator,PGC1a acetyl inh,Statin myotox sup,Cneo AK release,PAX8 reporter
Cc1cc(C(=O)CC#N)c(C)n1CC(F)(F)F,nt,-1,9,nt,-13,4,0,nt
CCCn1c(N)c(C(=O)CSc2n[nH]c(-c3ccccc3F)n2)c(=O)n(C)c1=O,-11,-6,3,2,-22,6,-1,19
CCc1nnc(NC(=O)CSc2nnc(-c3ccco3)n2CCOC)s1,4,13,nt,22,7,nt,nt,-5
CC(C)C(NC(=O)c1ccco1)C(=O)NCC(c1ccco1)N(C)C (stereo unspecified),10,3,0,13,nt,2,-1,nt
Cc1ccc2c(c1)cc(C(=O)NCc1ccccc1)n2C,0,33,1,5,-4,31,-1,14
Cc1cnc(C)c(N(C)NC(=S)Nc2ccccc2)n1,-26,-5,nt,2,nt,nt,nt,12
COC(=O)c1c(NC(=O)C(=O)NCCCN2CCOCC2)sc2c1CCCC2,-3,5,3,1,4,-10,1,-7
CCOC(=O)C1(C(=O)OCC)NC(=O)CC1C(C)C (stereo unspecified),23,nt,nt,4,16,-2,nt,4
CCCC(=O)Nc1ccc2c(c1)C(=O)N(C)[C@H]1CC[C@H](CC(=O)NCCc3ccncc3)O[C@@H]1CO2,nt,-3,4,nt,11,6,1,-1
Clc1ccc(-c2nc3c4ccccc4ccn3c2Cc2ccccc2)cc1,-20,nt,1,14,nt,3,0,7
C[C@@H]1CN([C@H](C)CO)S(=O)(=O)c2ccc(C#CC(C)(C)O)cc2O[C@@H]1CN(C)Cc1ccc(-c2ccccc2)cc1,29,-2,-1,-19,-14,5,8,nt
Cc1cc(C)cc(Oc2ccc(NC(=O)C3CC=CCC3C(=O)O)cc2)c1 (stereo unspecified),1,10,-2,5,nt,0,0,-28
Cc1cc(C)cc(N(CC(=O)NCc2ccccc2Cl)S(=O)(=O)c2c(C)[nH]c(=O)[nH]c2=O)c1,4,4,0,-9,-9,14,0,-9
O=C(Nc1nc(C2C3CC4CC(C3)CC2C4)cs1)c1cc2cc([N+](=O)[O-])ccc2oc1=O (stereo unspecified),nt,5,0,nt,-52,0,1,2
C[C@H]1CN([C@@H](C)CO)S(=O)(=O)c2ccc(C3=CCCCC3)cc2O[C@@H]1CN(C)C(=O)Cc1cccnc1,16,2,2,-3,9,18,-2,nt
CC[C@H](C)[C@H](NS(=O)(=O)c1ccc(C)cc1)C(=O)N1CCC(C(=O)N[C@H](C(=O)O)C(C)C)CC1,4,-7,nt,7,2,nt,nt,nt
Cc1nnc(SCC(=O)Nc2c(Cl)cccc2Cl)[nH]c1=O,9,-10,1,-6,-1,-10,2,-22
Cc1ccc(/C=N/NC(=O)c2nnn(-c3nonc3N)c2CSc2ccccc2)s1,-1,7,2,9,-6,-34,-1,8
CN(C)CCOC(=O)CCc1ccccc1,nt,-1,0,nt,3,-1,3,nt
CC(=O)O[C@H](COc1c2ccoc2cc2oc(=O)ccc12)C(C)(C)O,-32,-3,0,19,nt,5,-1,3
CC(C)(C)NC(=O)NCCc1ccccc1,-18,-5,0,7,1,nt,2,-89
Cc1ccc(-c2nn(CC(=O)NCC3CCCO3)c(=O)c3ccccc23)cc1 (stereo unspecified),1,1,1,-10,2,-7,0,nt
CC(=O)NC(CC(=O)OCC(=O)Nc1cc(S(=O)(=O)N2CCCCC2)ccc1C)c1ccccc1 (stereo unspecified),1,-9,3,2,-4,6,1,-10
Cc1ccccc1-c1nnc(-c2cccs2)o1,-61,-9,0,26,0,16,-2,-41
N=C1N(c2ccccc2)C(=S)C(=Nc2ccccc2)N1c1ccccc1,-68,-3,nt,9,9,nt,nt,-119
O=C(COC(=O)/C=C/c1ccc(C(F)(F)F)cc1)NCC1CCCO1 (stereo unspecified),-8,nt,6,2,0,-1,1,-1
O=C(Nc1ccccc1F)N1CCCCN2[C@H](CO)[C@H](c3ccc(C4=CCCC4)cc3)[C@@H]2C1,-10,11,-8,-7,4,2,-3,-28
Cc1ccc(S(=O)(=O)CC(O)COc2ccc(F)cc2Cl)cc1 (stereo unspecified),nt,-21,-187,9,nt,-5,0,-20
CCc1ccccc1Oc1nc(NCCOC)nc2cc(-c3ccccc3)sc12,15,nt,3,8,nt,nt,-4,4
Cc1cccc(S(=O)(=O)Nc2nc3ccccc3nc2Nc2ccc3c(c2)OCO3)c1,0,-2,1,-18,nt,-19,0,35
COc1ccc(Br)cc1/C=C1\Oc2ccccc2NC1=O,8,-7,0,17,0,0,-2,30
CC(C)S(=O)(=O)NC(=O)C1(C)CCN1C(=O)Cc1ccccc1Cl (stereo unspecified),-8,nt,4,17,8,-10,-1,5
CC(C)NC(=O)N(C)C[C@H]1Oc2ccc(NS(=O)(=O)c3ccc(Cl)cc3)cc2CC(=O)N([C@@H](C)CO)C[C@@H]1C,-6&0,6&2,2&-6,0&4,1&-5,-5&-9,9&1,-10
Cc1ccc(NC(=O)C2CCN(S(=O)(=O)c3c(C)nn(C)c3C)CC2)c(Cl)c1,4,-2,nt,11,nt,nt,nt,13
COc1ccc(NC(=O)c2cc(-c3cc(F)ccc3OC(C)C)n[nH]2)cc1OC,-13,nt,3,5,-19,-13,-1,11
CC1CCCC(C)N1C(=O)CSc1nc(N)cc(N)n1 (stereo unspecified),14,3,nt,17,nt,2,nt,0
COC(=O)C1=C(C)N(CCc2ccccc2)C(=O)C1(NS(=O)(=O)c1ccc(NC(C)=O)cc1)C(F)(F)F (stereo unspecified),-10,-7,0,-33,13,-39,3,nt
O=C(C1CC(=O)N(C2CCCC2)C1)N1CCN(c2cccc(C(F)(F)F)c2)CC1 (stereo unspecified),24,2,7,-17,nt,3,0,23
CC1(C)Cc2ccccc2-c2nc(CN3CCOCC3)[nH]c(=O)c21,nt,5,-1,nt,-1,-6,0,nt
CCCCC(=O)N(C)c1c(CC)nc2c(OCCOc3ccc(F)cc3)cccn12,-12,nt,4,-25,nt,-12,-1,9
CC1CC(C)(C)N(C(=O)NC2CCCCC2)c2ccccc21 (stereo unspecified),nt,-5,-4,nt,-6,3,-1,nt
COc1ccc(N/C=C2\C(=O)CCc3c2oc2cc(Cl)c(O)c(Cl)c32)cc1,11,-1,3,3,-1,3,1,44
COc1ccc2nc(C(F)(F)C(F)(F)F)c(C#N)c(N)c2c1,nt,nt,5,nt,-15,-7,-1,nt
COc1ccc(N2C(=O)c3ccccc3NC2c2ccc(OC)c(COc3ccccn3)c2)cc1 (stereo unspecified),-8,-3,nt,5,nt,nt,nt,-61
C[C@@H]1CCCCO[C@H](CN(C)Cc2ccccc2)[C@H](C)CN([C@H](C)CO)C(=O)c2cc(NS(=O)(=O)c3cn(C)cn3)ccc2O1,3,-12,11,33,0,nt,15,10

# Bioassay records: PubChem BioAssay, Broad Institute
